E-selectin induc = E-selectin induction in HUVECs, primary screen, imaging, HUVEC, immunofluorescence imaging, single point. normalized: neutral wells 0, TNF-alpha wells 100. activation, % at 7.58 µM. 260,000 compounds, 0.37% hits;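 active = mean E-selectin-positive cell signal at least 10% of the positive control, reached in at least 60% of replicates, without over 20% cell loss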;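 also: in these data hits start at about 27%; measured in HUVEC primary endothelial cells; signal is the percent of cells scored E-selectin positive by PE staining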
Target sequence (P16581 whole entry, looked up): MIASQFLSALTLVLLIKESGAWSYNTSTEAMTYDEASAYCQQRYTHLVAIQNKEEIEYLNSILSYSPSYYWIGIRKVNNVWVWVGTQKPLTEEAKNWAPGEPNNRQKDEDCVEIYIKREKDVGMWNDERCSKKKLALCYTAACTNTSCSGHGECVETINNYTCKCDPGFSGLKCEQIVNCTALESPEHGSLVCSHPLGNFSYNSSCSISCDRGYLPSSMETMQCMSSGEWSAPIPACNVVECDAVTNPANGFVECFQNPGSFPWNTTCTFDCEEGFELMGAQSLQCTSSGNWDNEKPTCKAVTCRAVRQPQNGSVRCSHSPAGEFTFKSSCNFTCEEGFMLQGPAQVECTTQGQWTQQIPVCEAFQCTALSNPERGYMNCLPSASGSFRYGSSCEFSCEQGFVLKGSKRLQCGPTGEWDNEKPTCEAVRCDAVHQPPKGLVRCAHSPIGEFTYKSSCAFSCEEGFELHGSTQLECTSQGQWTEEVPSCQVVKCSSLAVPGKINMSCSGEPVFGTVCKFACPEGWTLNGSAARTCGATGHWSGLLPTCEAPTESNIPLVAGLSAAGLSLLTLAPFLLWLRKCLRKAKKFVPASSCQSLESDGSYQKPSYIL
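Test system – human umbilical vein endothelial cells (HUVEC), E-selectin induction · Input – 3,000 HUVEC seeded per well · Buffer or medium – EGM-2, gelatin · Compound dosing – single-point compound dose · Detection – immunofluorescence imaging · Measure – percent E-selectin-positive cells · Controls – TNF-alpha high, DMSO low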
RAD52 inh = RAD52 DNA annealing inhibitors, primary screen, biochemical, FRET, single point, set 2. DNA repair protein RAD52 homolog (Homo sapiens), P43351. inhibition, % at 18.7 µM. 360,000 compounds, 0.46% hits. recombinant RAD52 DNA annealing, FRET fluorescence. AID 651710, 2012;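 active = every replicate showing at least 50% inhibition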
Target sequence (P43351 whole entry, looked up): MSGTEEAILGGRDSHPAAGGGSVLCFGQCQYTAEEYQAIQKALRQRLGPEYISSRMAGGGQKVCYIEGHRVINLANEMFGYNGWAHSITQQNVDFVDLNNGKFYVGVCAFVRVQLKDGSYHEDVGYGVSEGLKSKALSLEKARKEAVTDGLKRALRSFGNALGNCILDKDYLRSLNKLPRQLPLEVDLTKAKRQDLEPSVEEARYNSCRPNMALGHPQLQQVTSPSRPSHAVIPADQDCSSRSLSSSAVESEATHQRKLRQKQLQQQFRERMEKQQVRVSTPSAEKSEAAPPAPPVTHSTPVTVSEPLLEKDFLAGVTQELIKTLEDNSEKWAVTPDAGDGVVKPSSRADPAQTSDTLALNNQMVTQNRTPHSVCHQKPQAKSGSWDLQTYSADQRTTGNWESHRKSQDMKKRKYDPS
RAD54 inh = inhibitors of human RAD54 branch migration, primary screen, biochemical, fluorescence, single point; inhibition, % at 10.4 µM; DNA repair and recombination protein RAD54-like (Homo sapiens), Q92698; RAD54 Holliday junction branch migration, FAM/BHQ fluorescence; 360,000 compounds, 0.14% hits; AID 602329, 2012;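 active = mean normalized replicate activity at least 40 and at least half of replicates scoring 40 or more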;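 also: 0% = median of neutral control wells and 100% = median of positive control wells; inhibitors cause a drop in the FAM fluorescence signal; in these data hits start at about 50%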
Cneo AK release = Cryptococcus neoformans cell lysis inducers, primary screen, AK release luminescence, single concentration; lysis activity, % at 15 µM; C. neoformans lysis, adenylate kinase release luminescence, 4 h; normalised: neutral wells 0, clomiphene wells 100; 360,000 compounds, 0.2% hits;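 active = mean lysis activity across replicates of at least 80%, whatever share of replicates individually reach that level; inactive = mean lysis activity below 80%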
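Test system: log-phase Cryptococcus neoformans yeast cells. Input: 5 × 10^6 yeast cells/mL. Medium: fresh YPD growth medium. Doses: single dose. Incubation: static 4 h at 37 °C with compound, 1 h detection. Measured by: luminescent adenylate kinase detection reagent. Read-out: signal increase indicating cell lysis. Benchmarks: Clomiphene.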
ERAP1 HTS inh = human ERAP1 aminopeptidase inhibitors, primary screen, biochemical, single point, plate reader; recombinant ERAP1, Leu-AMC fluorescence, 60 min; inhibition, % at 10.7 µM; 340,000 compounds, 0.15% hits; AID 652197, 2013;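 active = mean replicate inhibition of at least 30%, or all replicates individually reaching that 30% level; inactive = mean below 30% and not every replicate reaching it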;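 also: 0% = neutral control wells and 100% = L-leucinethiol positive control wells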
miR-122 sensor = miR-122 Renilla sensor signal increase in Huh7, primary screen, miR-122 inhibitor project, cell-based, single point, plate reader. Huh7 miR-122 Renilla luciferase sensor, 48 h; neutral wells = 0, positive control = 100. activation (reporter increase), % at 12.5 µM. 340,000 compounds, 0.3% hits;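 active = mean replicate activation score at least 90 and every replicate individually at or above 90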;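 also: higher luciferase means less miR-122 activity so hits act as miR-122 inhibitors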
PglD DTNB = C. jejuni PglD acetyltransferase inhibitors, primary screen, biochemical, DTNB colorimetric, single point; purified PglD enzyme, DTNB colorimetric CoA detection; inhibition, % at 12.5 µM; 360,000 compounds, 0.098% hits; AID 602405, 2012; in the data active = inhibition above about 16%, passing the limit was not always enough; also: strong numbers were not always called active
PGC1a acetyl inh = inhibitors of PGC1a acetylation signal, primary screen, cell-based, U2OS, AlphaScreen, inhibitor mode. inhibition, % at 15.6 µM. AlphaScreen anti-acetyl-lysine; with virally co-expressed GCN5 acetyltransferase. 350,000 compounds, 0.17% hits;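 active = every replicate shows inhibition of at least 40%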;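 also: 0% = neutral control wells and 100% = positive control wells; some results beyond the cut were filed as inactive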
The depositor's hits bear a star; i = inactive; . = no result given; [ ] = another dose, or the depositor's remark.

cpd	SMILES	E-selectin induc	RAD52 inh	RAD54 inh	Cneo AK release
1	COCCSc1nnc(NC(=O)CS(=O)(=O)c2ccc(C)cc2)s1	.	-12.3	-0.1	0.2
2	CCOC(=O)N1CCN(Cc2cccs2)CC1	.	.	7.0	0.2
3	Cc1ccc(C)c(Nc2cc(C)nc(-c3ccccc3O)n2)c1	.	-4.9	-7.0	1.7
4	C[C@H](CO)N1C[C@H](C)[C@@H](CN(C)S(=O)(=O)c2ccc(F)cc2)Oc2ccc(NS(=O)(=O)c3ccc(Cl)cc3)cc2CC1=O	-0.3	-13.9	9.0	-28.0
5	CCOc1ccc(NC(=O)Cn2ncc3ccccc32)cc1	-1.2	-4.1	-14.2	-1.2
6	CO[C@H]1CN(C)C(=O)c2ccc(NC(=O)Nc3cc(F)ccc3F)cc2OC[C@H](C)N(C)C[C@@H]1C	0.0	-9.5	.	.
7	Cc1ccc(OCCNC(=O)CNC(=O)c2ccccc2Cl)cc1	.	-2.3	-2.9	-0.3
8	COC(=O)C[C@@H]1CC[C@@H]2[C@@H](COc3ccc(NC(=O)c4ccc(F)c(F)c4)cc3C(=O)N2C)O1	0.0	5.0	0.6	3.3
9	Cc1cc(C)n(-c2n[nH]c(C)c2[N+](=O)[O-])n1	5.7	-1.7	.	.
10	COc1ccccc1C(=O)NCCC(=O)Nc1nc2ccccc2[nH]1	3.8	-7.0	-4.9	0.3
11	CC(C)(C)NC(=O)COc1ccc(CNn2nnnc2N)cc1	.	.	-3.2	-0.3
12	Cc1cc(C)n(CCNS(=O)(=O)c2ccc(Cl)cc2)n1	-0.5	-10.1	7.3	3.7

cpd	ERAP1 HTS inh	miR-122 sensor	PglD DTNB	PGC1a acetyl inh
1	-1.0	-3.0	6.4	2.4
2	.	-6.9	-0.4	.
3	0.1	46.1	-0.8	.
4	-1.1	-2.5[16.7 µM]	3.9	-13.4
5	0.9	0.0	0.2	2.2
6	-2.5	.	.	10.5
7	-1.2	16.0	1.5	-7.4
8	-2.1	-8.3[16.7 µM]	-1.0	-0.4
9	-1.7	-2.5	.	-1.2
10	-1.0	-2.7	0.4	2.1
11	.	-5.2	1.5	-1.3
12	-0.3	.	-4.7	.

Remaining list, next part
cpd	SMILES	E-selectin induc	RAD52 inh	RAD54 inh	Cneo AK release
13	COc1ccc(S(=O)(=O)N(C)C[C@@H]2Oc3ccc(NS(=O)(=O)c4cccs4)cc3CC(=O)N([C@@H](C)CO)C[C@@H]2C)cc1	0.3	13.0	1.8	53.9
14	CC(C(=O)Nc1nccs1)N1C(=O)C2CC=CCC2C1=O (stereo not given)	.	.	0.4	0.8
15	NNC(=O)c1csc(-c2cccc(C(F)(F)F)c2)n1	5.8	-4.8	.	.
16	CCC(=O)N1[C@H](CO)[C@@H](c2ccccc2)C12CN(C(=O)NC1CCCC1)C2	0.1	13.8	.	.
17	O=C(O)COc1ccc(Br)cc1C(c1c(C(=O)O)[nH]c2ccccc12)c1c(C(=O)O)[nH]c2ccccc12	.	.	14.1	0.6
18	O=C(OCc1nnc(-c2ccccc2)o1)c1cccnc1Cl	.	-8.4	.	.
19	Nc1ccccc1C(=O)NCc1ccc(F)cc1	2.5	-24.5	2.4	-0.9
20	C[C@@H]1CN([C@H](C)CO)C(=O)Cc2cc(NC(=O)CCN3CCOCC3)ccc2O[C@H]1CN(C)C(=O)Nc1cccc2ccccc12	0.0	-9.8	-0.9	-0.1
21	CSc1nc2c(c(=O)n1C)SC(C)C2 (stereo not given)	0.7	-3.5	-4.1	1.9
22	O=C(Nc1ccccc1)c1cc(C2CCCN(C(=O)c3ccc4c(c3)CCO4)C2)on1 (stereo not given)	.	-7.6	-7.8	-0.2
23	O=C(NNC1=NC2(CCCC2)Cc2ccccc21)c1ccncc1	.	-4.4	-11.5	-0.9
24	COC(=O)c1cn(NC(=O)Cc2ccc(Cl)c(Cl)c2)c(=O)c2ccccc12	.	.	9.4	0.2

cpd	ERAP1 HTS inh	miR-122 sensor	PglD DTNB	PGC1a acetyl inh
13	-0.9	27.9[16.7 µM]	-0.8	1.9
14	.	2.7	0.1	6.9
15	4.5	.	.	3.1
16	1.6	.	.	5.5
17	.	12.3	5.5	4.1
18	0.3	-2.4	.	6.7
19	-3.4	-5.9	-0.8	4.1
20	1.5	-2.0[16.7 µM]	-4.8	-8.4
21	-1.4	.	-0.1	.
22	0.8	-3.7	-3.6	.
23	4.7	-8.1	4.9	-1.1
24	.	12.3	4.1	0.7

(listing goes on)
cpd	SMILES	E-selectin induc	RAD52 inh	RAD54 inh	Cneo AK release
25	Cc1cc(Cl)ccc1OCC(=O)NNC(=O)c1ccc(=O)[nH]c1	-0.2	-13.3	5.1	0.1
26	CCN(Cc1ccccc1)C(=O)C1CCC(CNc2c(N3CCOCC3)c(=O)c2=O)CC1 (stereo not given)	0.1	-42.7	-6.6	0.9
27	O=C(COc1ccccc1F)Nc1ccc2c(c1)CCC2	-0.3	-13.0	-2.1	-1.8
28	C/C(=N\NC(=O)CCc1ccc(S(=O)(=O)N2CCOCC2)cc1)c1ccc(Br)cc1	3.1	-2.4	-1.4	0.4
29	O=C(Cc1cccs1)Nc1nnc(SCc2cccc3ccccc23)s1	.	.	2.6	-1.4
30	C=CCN1C(=O)c2ccc(C(=O)NCCOc3ccccc3F)cc2C1=O	1.1	-19.2	-1.1	2.1
31	CCCCc1c(O)nc2sc3cc(OC)ccc3n2c1=O	.	.	4.8	14.1
32	CO[C@@H]1CN(C)C(=O)c2cc(NC(=O)c3ccccc3)ccc2OC[C@@H](C)NC[C@H]1C	-0.2	4.4	0.2	-3.2
33	CC(=O)N1CCN(CC(O)COc2ccc(S(=O)(=O)N3CCOCC3)cc2)CC1 (stereo not given)	.	7.5	-18.0	-0.4
34	Cc1ccc(-c2csc(-c3c[nH]c4ccccc34)n2)c(C)c1	.	.	3.8	-5.3
35	Cc1noc(C)c1NC(=O)Nc1cccc2c1O[C@H](CN(C)Cc1ccc(C(F)(F)F)cc1)[C@H](C)CN([C@@H](C)CO)C2=O	-5.0	2.9	3.8	-9.2
36	CC(C)NC(=O)Nc1cccc2c1O[C@@H](CN(C)S(C)(=O)=O)[C@H](C)CN([C@H](C)CO)C2=O	0.1	10.4	2.3	-2.4

cpd	ERAP1 HTS inh	miR-122 sensor	PglD DTNB	PGC1a acetyl inh
25	4.4	3.7	-2.7	-4.2
26	-0.6	5.6	2.8	1.5
27	2.0	-2.8	-2.5	-2.3
28	-1.0	-6.6	.	19.1
29	.	-4.4	4.1	-2.8
30	0.2	10.7	2.2	.
31	.	-5.6	-0.2	3.2
32	-1.6	5.9[16.7 µM]	0.7	-6.3
33	0.7	.	-1.3	4.1
34	.	7.8	-4.6	10.1
35	-2.3	-3.6[16.7 µM]	1.6	-3.9
36	0.9	2.0[16.7 µM]	-2.1	-1.8

Going on with the list:
cpd	SMILES	E-selectin induc	RAD52 inh	RAD54 inh	Cneo AK release
37	COc1cccc(C(=O)Oc2ccc3ccc(=O)oc3c2)c1	.	-7.2	7.7	-1.4
38	OC[C@@H]1[C@H](c2ccc(Br)cc2)[C@H]2CN(Cc3cncnc3)CCCCN12	0.1	-3.1	-5.7	4.1
39	COc1ccc(-c2c(C#CC(C)(C)O)c3ccccc3n2C)cc1	-0.2	-47.6	-3.2	-3.7
40	CC(=O)NC(Cc1c[nH]c2ccccc12)C(=O)NCCc1ccccn1 (stereo not given)	45.7*	5.2	1.1	-3.3
41	Cn1c(O)c(/C=N/NC(=O)c2cc3ccccc3cc2O)c2ccccc21	.	-72.4	-19.4	-1.3
42	Cc1ccccc1CS(=O)(=O)c1nnc([C@H](CC(C)C)NC(=O)OC(C)(C)C)o1	.	-6.1	9.1	1.2
43	O=C(c1cccc(C(=O)N2CCN(c3ccccc3F)CC2)n1)N1CCN(c2ccccc2F)CC1	.	.	4.4	0.3
44	CCOC(=O)c1c(CC(C)C)csc1NC(=O)COC(=O)c1ccc(O)cc1	1.3	-10.3	-1.8	0.1
45	O=C(NC1CCN(S(=O)(=O)c2ccccc2F)CC1)c1ccco1	0.3	-2.8	3.9	-1.5
46	CCOc1ccc2nc(SCC(=O)N3CCN(C(=O)c4ccco4)CC3)sc2c1	.	.	5.6	1.0
47	Cc1ccccc1N(CC(=O)NC1CCCCC1)C(=O)CCCC(=O)Nc1ccccn1	.	-11.8	7.2	-0.9
48	N#CCC(=N)N1CCN(c2ccc(Cl)cc2)CC1	.	.	0.1	1.0

cpd	ERAP1 HTS inh	miR-122 sensor	PglD DTNB	PGC1a acetyl inh
37	0.9	1.8	2.2	11.8
38	2.6	12.9[16.7 µM]	11.7	10.4
39	0.3	-10.0	0.4	.
40	-1.0	-1.1	-1.1	3.6
41	-3.1	0.0	2.0	.
42	-1.8	.	-4.1	-74.5
43	.	-6.6	-0.9	-1.0
44	-5.0	7.4	-0.3	-8.0
45	3.2	.	2.5	.
46	.	0.5	4.9	10.1
47	-1.5	.	3.0	.
48	.	2.0	-1.1	4.0

Shown with each value named: three of the compounds above
45) O=C(NC1CCN(S(=O)(=O)c2ccccc2F)CC1)c1ccco1
  E-selectin induc: 0.3
  RAD52 inh: -2.8
  RAD54 inh: 3.9
  Cneo AK release: -1.5
  ERAP1 HTS inh: 3.2
  miR-122 sensor: .
  PglD DTNB: 2.5
  PGC1a acetyl inh: .
44) CCOC(=O)c1c(CC(C)C)csc1NC(=O)COC(=O)c1ccc(O)cc1
  E-selectin induc: 1.3
  RAD52 inh: -10.3
  RAD54 inh: -1.8
  Cneo AK release: 0.1
  ERAP1 HTS inh: -5.0
  miR-122 sensor: 7.4
  PglD DTNB: -0.3
  PGC1a acetyl inh: -8.0
48) N#CCC(=N)N1CCN(c2ccc(Cl)cc2)CC1
  E-selectin induc: .
  RAD52 inh: .
  RAD54 inh: 0.1
  Cneo AK release: 1.0
  ERAP1 HTS inh: .
  miR-122 sensor: 2.0
  PglD DTNB: -1.1
  PGC1a acetyl inh: 4.0

Next structures follow:
cpd	SMILES	E-selectin induc	RAD52 inh	RAD54 inh	Cneo AK release
49	COCCNC(=S)NCCCNc1nc2cc3c(cc2cc1C#N)OCO3	.	.	6.8	-0.9
50	O=C(CSc1nnc(-c2ccco2)o1)Nc1c(F)cccc1F	-0.6	-15.0	0.1	0.7
51	CCN(CC)C(=O)Cn1c(C)c(/C=C/c2cc[n+](C)cc2)c2ccccc21	.	i	-283.2	4.8
52	Cc1ccc(-c2nc3sc(C#N)c(N)n3c(=O)c2C#N)cc1	7.5	i	-12.7	0.2
53	COc1ccccc1N(C(=O)c1ccco1)C(C(=O)NC1CCCC1)c1cccnc1 (stereo not given)	.	.	-2.4	0.7
54	CCN(C(=O)[C@@H]1CCCN1C(=O)c1cccs1)c1nc2cc(Cl)ccc2s1	.	.	-5.8	-2.4
55	O=C(COC(=O)C1=COCCO1)NC1CCCCCCC1	.	-5.0	-3.8	0.6
56	Cc1cccn2c(=O)nc(SCC(=O)NCc3ccc(F)cc3)nc12	.	-10.3	-4.5	-1.7

cpd	ERAP1 HTS inh	miR-122 sensor	PglD DTNB	PGC1a acetyl inh
49	.	-1.6	4.1	-1.6
50	3.0	1.3	-0.3	6.8
51	12.2	2.9	-1.3	3.1
52	11.0	8.2	2.5	.
53	.	-1.4	-5.2	-6.4
54	.	29.8	4.4	.
55	-1.2	.	-0.9	.
56	-0.3	.	0.6	.

High-throughput results deposited in PubChem by Broad Institute.
